# TRHR PAM – qHTS for Small Molecule Agonists and Allosteric Enhancers of Human TRH Receptor: Primary Screen for Enhancers; AID 493056, 2011; Thyrotropin-releasing hormone receptor (Homo sapiens), P34981; TRHR cells, fluo-8 calcium fluorescence, EC20 TRH enhancement; 0.66% of 360,000 active; enhancement, % at 2 µM; in the data active means enhancement above about 30%; further: 0% is about no effect
# Target sequence (P34981 whole entry, looked up): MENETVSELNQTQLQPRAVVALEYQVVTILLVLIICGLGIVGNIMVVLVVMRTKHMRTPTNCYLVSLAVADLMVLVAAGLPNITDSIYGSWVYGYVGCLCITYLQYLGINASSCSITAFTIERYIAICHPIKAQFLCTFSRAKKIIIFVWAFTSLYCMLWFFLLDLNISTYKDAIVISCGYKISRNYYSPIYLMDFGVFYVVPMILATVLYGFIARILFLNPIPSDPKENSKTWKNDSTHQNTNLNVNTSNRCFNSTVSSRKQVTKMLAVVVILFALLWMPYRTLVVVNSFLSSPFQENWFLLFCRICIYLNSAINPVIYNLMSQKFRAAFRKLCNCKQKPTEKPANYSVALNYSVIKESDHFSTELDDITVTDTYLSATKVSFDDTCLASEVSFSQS
#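 Enhancer read-out: after compound pinning and an initial kinetic agonist-mode read, an EC20 of TRH (10 nM final) was injected and fluo-8 calcium signal (Ex 480/Em 530) followed at 1 s/cycle for 100 cycles in TRHR-expressing cells.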
# RXFP1 antag – qHTS Assay for Antagonists of the Relaxin Receptor RXFP1; Relaxin receptor 1 (Homo sapiens), Q9HBX9; HEK293-RXFP1, relaxin-stimulated cAMP HTRF, 30 min; hits give low values; activity change, negative = inhibition, % at 57.5 µM; 0.59% of 350,000 active;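 active means activity change of -60% or lower, but not beyond a set lower limit; inconclusive means change between -60% and -40%, or beyond the set limit; inactive means change above -40%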; further: on the % scale 0 is the no-effect control and ±100 the full control effect
# D1 PAM – Potentiators of Human D1 Dopamine Receptor: qHTS. D(1A) dopamine receptor (Homo sapiens), P21728. HEK293 TREx D1 cells, calcium flux, dopamine EC20 potentiation. 0.036% of 360,000 active. potentiation, % at 10 µM. AID 504651, 2011; in the data active means potentiation above about 30%; further: 0% is about no effect
# D1 antag – Antagonist of Human D 1 Dopamine Receptor: qHTS. HEK293 TREx D1 cells, calcium flux, dopamine EC80; hits give low values. activity change, negative = inhibition, % at 10 µM. 3.2% of 360,000 active. AID 504652, 2011; in the data active means activity change below about -30%; further: on the % scale 0 is the no-effect control and ±100 the full control effect
#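 Cells carrying a force-coupled, tetracycline-inducible human D1 receptor report calcium flux. Each well gets a 10 s baseline, compound with 180 s monitoring, then an EC80 dopamine stimulus with a second 180 s kinetic read.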
# D2 antagonist – HTS Assay for Allosteric Antagonists of the Human D2 Dopamine Receptor: Primary Screen for Antagonists; HEK293 TREx D2 cells, calcium flux, dopamine EC80; inhibition, % at 10 µM; D(2) dopamine receptor (Homo sapiens), P14416; AID 485344, 2010; 2% of 340,000 active; in the data active means inhibition above about 30%; further: 0% is about no effect
# Target sequence (P14416 whole entry, looked up): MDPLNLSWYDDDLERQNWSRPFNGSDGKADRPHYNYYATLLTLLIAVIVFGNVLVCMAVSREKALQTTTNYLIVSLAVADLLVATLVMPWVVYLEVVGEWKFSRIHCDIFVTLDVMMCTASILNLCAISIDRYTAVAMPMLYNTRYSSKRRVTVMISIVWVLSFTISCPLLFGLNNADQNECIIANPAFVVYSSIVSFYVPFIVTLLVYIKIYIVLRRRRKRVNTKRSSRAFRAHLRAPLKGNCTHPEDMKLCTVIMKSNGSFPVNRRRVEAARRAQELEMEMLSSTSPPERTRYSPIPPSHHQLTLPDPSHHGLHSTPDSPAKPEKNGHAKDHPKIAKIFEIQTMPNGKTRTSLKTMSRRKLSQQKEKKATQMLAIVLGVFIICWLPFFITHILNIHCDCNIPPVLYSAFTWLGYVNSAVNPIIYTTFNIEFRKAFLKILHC
#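 Compounds are added to dye-loaded, induced HEK293 T-REx cells coupled to calcium release via D2; after a 3 min kinetic read an EC80 dopamine stimulus is given and fluorescence is recorded for 3 more min.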
# D2 potentiator – HTS Assay for Positive Allosteric Modulators of the Human D2 Dopamine Receptor: Primary Screen for Potentiators; 0.34% of 340,000 active; potentiation, % at 10 µM; HEK293 T-REx D2, calcium flux, EC20 dopamine potentiation; AID 485347, 2010;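 active means potentiation over 3 SD above the plate norm, cut at about 30% in these data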; further: 0% is about no effect
#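 Calcium flux readout, no-wash dye, 1 read/s. Inducible HEK293 Trex D2 line, overnight 30 C. Compound alone 180 s (agonist flags), then EC20 dopamine, another 180 s to score potentiation.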
# RXFP1 agonist – qHTS Assay for Agonists of the Relaxin Receptor RXFP1; Potency, µM (top dose mostly 57.5 µM), without a hit: top-dose activation, usual class: activators; HEK293T-RXFP1 cAMP TR-FRET, 30 min; response scale: percent of porcine relaxin response, buffer zero; AID 2676, 2010; 0.3% of 370,000 active; active means well fitted activation curve with a large enough effect; inconclusive means small, poorly fitted or top-dose-only effect; further: potency means the concentration at half of the fitted maximal effect; on the % scale 0 is the no-effect control and ±100 the full control effect; nearly all actives have a fitted effect of over 60% in size; many of its hits are not listed in these tables
#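 HEK293 cells stably expressing RXFP1, treated 30 min at 37C with compounds plus PDE4 inhibitor Ro 20174; cAMP measured by HTRF TR-FRET. Normalized to buffer and 29 nM porcine relaxin; EC50 by Hill fit.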
# D2 agonist – HTS Assay for Allosteric Agonists of the Human D2 Dopamine Receptor: Primary Screen for Agonists; activation, % at 2 µM; D(2) dopamine receptor (Homo sapiens), P14416; AID 485358, 2010; HEK293 T-REx D2 cells, calcium flux agonist mode; 0.53% of 340,000 active;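 active means activation over 3 SD above normal in the single-dose calcium agonist read, cut at about 30% in these data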; further: 0% is about no effect
#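 Tetracycline-induced HEK293 T-REx cells with force-coupled D2 receptor, plated overnight at 30 C, loaded with no-wash calcium dye. After a 10 s baseline, compound was pin-added and calcium flux read kinetically for 180 s; calcium rises flagged agonists.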
# D1 agonist – Allosteric Agonists of the Human D1 Dopamine Receptor: qHTS; D(1A) dopamine receptor (Homo sapiens), P21728; HEK293 T-REx D1 cells, calcium flux, agonist mode; activation, % at 2 µM; 1% of 360,000 active; AID 504660, 2011; in the data active means activation above about 30%; further: 0% is about no effect
#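 Agonism was scored from calcium flux recorded over 180 s (1 read/s) after pintool compound addition, following a 10-cycle baseline. Cells were inducible force-coupled HEK293 TREx D1, plated overnight at 30 C and loaded with no-wash calcium dye.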
# Active calls of the source: *; ? = inconclusive; / = not tested or not shown.
no.	Structure	TRHR PAM	RXFP1 antag	D1 PAM	D1 antag	D2 antagonist
1	COc1ccc(NC(=O)c2ccccc2NC(=O)NC2CCCCC2)cc1	-6	-5	-4	-11	13
2	O=C(c1ccc(F)cc1)N1CCN(Cc2ccccc2Br)CC1	-3	-9	-1	1	20
3	Clc1ccc2nc(-c3ccc(N4CCOCC4)cc3)c(Nc3ccccc3)n2c1	25	-2	0	-4	/
4	CC1Oc2ccccc2N(CC(=O)Nc2ccc3c(c2)OCO3)C1=O (stereo not drawn)	3	-4	-1	-4	7
5	CCCN(CCC)CCN1C(=O)C2C(C(=O)Nc3cccc(SC)c3)C3C=CC2(O3)C1C(=O)NC1CCCCC1 (stereo not drawn)	0	-7	1	6	-21
6	O=C(CCCN1C(=O)/C(=C/c2cccs2)SC1=S)Nc1ccccc1O	15	-6	/	-23	-3
7	CC1CC(C(F)(F)F)n2ncnc2N1 (stereo not drawn)	0	-5	-4	24	26
8	COc1ccccc1NC(=O)c1sc2nc(-c3cc4ccccc4oc3=O)[nH]c(=O)c2c1C	7	-22	-4	5	/
9	O=C(NCCCN1CCOCC1)c1ccc(Br)s1	-5	-1	5	4	7
10	O=C(CNc1cccc(C(F)(F)F)c1)Nc1cccc(S(=O)(=O)N2CCCC2)c1	8	12	-3	-15	0

no.	D2 potentiator	RXFP1 agonist	D2 agonist	D1 agonist
1	9	1.1%	1.4	5
2	-5	1.6%	-2.5	1
3	-10	1.1%	0.0	0
4	15	1.3%	-0.2	4
5	3	-1.0%	1.1	0
6	-11	1.7%	19	10
7	0	1.7%	0.6	1
8	3	1.6%	-0.1	1
9	-6	-1.6%	0.3	2
10	-6	-0.2%	0.3	5

# Overlap with the part before: 2 entries, then new ones.
no.	Structure	TRHR PAM	RXFP1 antag	D1 PAM	D1 antag	D2 antagonist
9	O=C(NCCCN1CCOCC1)c1ccc(Br)s1	-5	-1	5	4	7
10	O=C(CNc1cccc(C(F)(F)F)c1)Nc1cccc(S(=O)(=O)N2CCCC2)c1	8	12	-3	-15	0
11	Cc1ccc(S(=O)(=O)NCCCC(=O)O)cc1	19	4	2	-32*	-7
12	COc1cc(C(=O)NC2CCN(Cc3ccccc3)CC2)cc(Cl)c1OC(C)C	11	-19	-7	4	48*
13	CC(=O)Nc1ccc2nc(NC(=O)COc3ccccc3C)sc2c1	4	3	1	-6	-6
14	Cc1ccc(N(CC(=O)NC2CCCCC2)S(=O)(=O)c2cccs2)cc1	0	-21	-4	-5	3
15	Cc1ccc(NS(=O)(=O)c2cccc3nsnc23)cc1[N+](=O)[O-]	9	2	-1	-11	-1
16	O=C(Nc1ccc2c(c1)OCCO2)c1ccccc1	0	-4	-10	-4	14
17	CCOc1ccc(N(C(=O)c2ccc3c(c2)OCO3)C2C=CS(=O)(=O)C2)cc1 (stereo not drawn)	-1	-13	-1	15	5
18	C/C(=N/NS(=O)(=O)c1cc(C)ccc1C)c1ccc2c(c1)OCO2	-7	3	-4	-24	-4
19	CC(=O)Nc1ccc(S(=O)(=O)N2CC(=O)NC(=O)C2)cc1	2	-5	0	4	7
20	COc1ccc(-n2nc(C(=O)NCC(=O)N3CCN(c4cccc(Cl)c4)CC3)c3ccccc3c2=O)c(OC)c1	3	-1	3	-1	/

no.	D2 potentiator	RXFP1 agonist	D2 agonist	D1 agonist
9	-6	-1.6%	0.3	2
10	-6	-0.2%	0.3	5
11	2	0.2%	1.1	0
12	-20	-0.3%	0.2	10
13	13	1.8%	-0.3	2
14	4	0.8%	0.0	1
15	1	7.5%	-2.0	3
16	-6	6.2%	0.8	2
17	5	1.3%	-0.3	4
18	7	0.4%	-0.6	8
19	1	0.7%	0.8	4
20	/	2.3%	/	8

# Quoted from above for reference:
no.	Structure	TRHR PAM	RXFP1 antag	D1 PAM	D1 antag	D2 antagonist
9	O=C(NCCCN1CCOCC1)c1ccc(Br)s1	-5	-1	5	4	7
10	O=C(CNc1cccc(C(F)(F)F)c1)Nc1cccc(S(=O)(=O)N2CCCC2)c1	8	12	-3	-15	0
11	Cc1ccc(S(=O)(=O)NCCCC(=O)O)cc1	19	4	2	-32*	-7
12	COc1cc(C(=O)NC2CCN(Cc3ccccc3)CC2)cc(Cl)c1OC(C)C	11	-19	-7	4	48*
13	CC(=O)Nc1ccc2nc(NC(=O)COc3ccccc3C)sc2c1	4	3	1	-6	-6
14	Cc1ccc(N(CC(=O)NC2CCCCC2)S(=O)(=O)c2cccs2)cc1	0	-21	-4	-5	3
15	Cc1ccc(NS(=O)(=O)c2cccc3nsnc23)cc1[N+](=O)[O-]	9	2	-1	-11	-1
16	O=C(Nc1ccc2c(c1)OCCO2)c1ccccc1	0	-4	-10	-4	14
17	CCOc1ccc(N(C(=O)c2ccc3c(c2)OCO3)C2C=CS(=O)(=O)C2)cc1 (stereo not drawn)	-1	-13	-1	15	5
18	C/C(=N/NS(=O)(=O)c1cc(C)ccc1C)c1ccc2c(c1)OCO2	-7	3	-4	-24	-4
19	CC(=O)Nc1ccc(S(=O)(=O)N2CC(=O)NC(=O)C2)cc1	2	-5	0	4	7
20	COc1ccc(-n2nc(C(=O)NCC(=O)N3CCN(c4cccc(Cl)c4)CC3)c3ccccc3c2=O)c(OC)c1	3	-1	3	-1	/

no.	D2 potentiator	RXFP1 agonist	D2 agonist	D1 agonist
9	-6	-1.6%	0.3	2
10	-6	-0.2%	0.3	5
11	2	0.2%	1.1	0
12	-20	-0.3%	0.2	10
13	13	1.8%	-0.3	2
14	4	0.8%	0.0	1
15	1	7.5%	-2.0	3
16	-6	6.2%	0.8	2
17	5	1.3%	-0.3	4
18	7	0.4%	-0.6	8
19	1	0.7%	0.8	4
20	/	2.3%	/	8

# Later entries:
no.	Structure	TRHR PAM	RXFP1 antag	D1 PAM	D1 antag	D2 antagonist
21	O=C(Cn1ncc2c1-c1ccccc1OC2)N1CCc2ccccc21	20	-1	-1	-5	-6
22	CCn1c(SCC(=O)Nc2ccc(C)cc2)nc2nc3c(cc2c1=O)CCCC3	0	/	-2	4	-12
23	O=c1[nH]nc(CNc2cccc(C(F)(F)F)c2)c2ccccc12	3	-2	-2	-2	-11
24	Cc1oc(CSCCSCc2cc(C(=O)O)c(C)o2)cc1C(=O)O	18	-3	-5	2	-6
25	Cc1cccc(C(=O)OC(C)C(=O)NCC2CCCCC2)c1O (stereo not drawn)	-9	-1	0	-3	-19
26	CC(=O)Oc1cccc(N2C(=O)c3ccc(C(=O)O)cc3C2=O)c1	9	1	-1	4	13
27	O=C(CCCn1c(=S)[nH]c2cc3c(cc2c1=O)OCO3)NCc1ccccc1Cl	46*	-108*	1	6	0
28	CN(C(=O)COC(=O)CCCc1c[nH]c2ccccc12)c1c(N)n(Cc2ccccc2)c(=O)[nH]c1=O	4	-10	2	1	9
29	O=C(Nc1cccc(Cl)c1)NC1CCCCC1	7	11	-2	2	-1
30	CCc1ccc(C(=O)NC(=S)Nc2ccc(N3CCOCC3)cc2)cc1	6	6	-6	-3	17

no.	D2 potentiator	RXFP1 agonist	D2 agonist	D1 agonist
21	-2	2.2%	0.2	1
22	-6	1.6%	-1.7	2
23	4	-0.7%	-0.4	3
24	-3	-4.7%	-0.3	3
25	-1	2.5%	-0.5	0
26	-6	11%	0.3	2
27	-2	?	0.7	1
28	-5	0.3%	0.1	2
29	6	1.6%	0.9	3
30	-3	-0.9%	0.2	5

# (cont.)
no.	Structure	TRHR PAM	RXFP1 antag	D1 PAM	D1 antag	D2 antagonist
31	COc1ccccc1N1CCN(C(=O)C(C)NC(=O)c2cccc([N+](=O)[O-])c2)CC1 (stereo not drawn)	-6	-11	/	-10	3
32	CCN(CC(=O)Nc1c(F)cccc1F)C(=O)c1cccc(-n2cnnn2)c1	-1	-14	-3	3	-11
33	COc1cc(C)c(C)cc1S(=O)(=O)Nc1cccc(-c2ccc(N3CCOCC3)nn2)c1	-23	-6	-3	-69*	/
34	COC(=O)c1ccc(CN(C)S(=O)(=O)c2cccs2)cc1	-1	8	-4	1	-7
35	CCc1ccccc1NC(=O)c1ccc(Cn2cc([N+](=O)[O-])cn2)cc1	2	-1	-3	-5	-1
36	CCC(C)C(=O)NCCc1ccc(S(N)(=O)=O)cc1 (stereo not drawn)	2	15	-3	3	-5
37	Cc1cccc(NS(=O)(=O)c2cc3c4c(c2)CCN4C(=O)CC3)c1C	45*	2	-5	11	-3
38	Cc1nc(OCc2c(C)noc2C)c2ccccc2n1	2	7	-2	-6	1
39	Cc1nc2ccccc2n1C1CCN(CC(=O)NCc2ccc(F)cc2)CC1	4	-11	-1	-43*	-10
40	CSc1ccccc1NC(=O)c1ccc(N2CC3CC(C2)c2cccc(=O)n2C3)c(NC(=O)c2ccncc2)c1 (stereo not drawn)	5	-19	6	-4	4
41	Cc1nc2nc(SCc3nc4ccccc4[nH]3)[nH]c2cc1Br	-6	17	0	14	1
42	O=C1CC(c2cccs2)CC(O)=C1C=NCCN1CCNCC1 (stereo not drawn)	0	-9	-5	16	-19
43	CCc1ccc(-n2c(=O)c3cccnc3n2CC(=O)Nc2cc(OC)ccc2OC)cc1	0	-6	4	7	/

no.	D2 potentiator	RXFP1 agonist	D2 agonist	D1 agonist
31	-3	-0.4%	-1.5	0
32	-8	0.8%	0.1	4
33	-12	-0.1%	1.6	-2
34	-3	-1.2%	-0.1	3
35	-7	-0.2%	2.0	38*
36	-1	2.5%	0.6	2
37	12	-1.9%	0.3	4
38	2	0.7%	4.4	2
39	-4	-0.1%	-0.1	1
40	3	9.3%	0.6	2
41	12	-4.1%	-0.9	2
42	-4	0.3%	0.8	3
43	4	4.1%	0.1	1

# This is a subset, so the mix of outcomes need not match the whole.
